Screens from PubChem BioAssay.
Hsp70 inhibitors: Hsp70 inhibitors, probe displacement, primary screen, biochemical, fluorescence polarization (AID 583); displacement, % at 20 µM, or IC50 in µM where a hit was titrated; 0.06% of 140,000 active; Heat shock 70 kDa protein 1A (Homo sapiens); Hsp70 fluorescence polarization probe displacement, mP; higher % means a stronger effect; in the data active means displacement above about 50%;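 further: plate controls were vehicle for no effect and reference ligand for full effect; a part of the inactive calls stands beside numbers as strong as those of hits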
MKP-3 inhibition: MKP-3 phosphatase inhibitors, primary screen, biochemical, rat enzyme, in vitro (AID 425). Dual specificity protein phosphatase 6 (Rattus norvegicus). recombinant MKP-3 phosphatase activity, fluorescence; higher % means a stronger effect. inhibition, % at 20 µM; hits with a dose series show IC50 in µM. 0.17% of 110,000 active; in the data active means inhibition above about 50%;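 further: plate controls were vehicle for no effect and reference inhibitor for full effect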
An asterisk follows results filed as active; x = not tested or not shown. These rows are one share of the data, so the mix of outcomes need not match the whole.

Compound	Hsp70 inhibitors	MKP-3 inhibition
CSc1ccc(NC(=O)NCCN2CCc3ccccc3C2)cc1	-3.3%	x
CCC(=O)Nc1nnc(C)s1	-5.6%	x
Cc1ccc(S(=O)(=O)NCCOCCNS(=O)(=O)c2ccc(C)cc2)cc1	-1.2%	-1%
CCOc1cc(/C=N/n2cnnc2)ccc1OS(=O)(=O)c1ccccc1	-5.4%	5%
Cc1ccc(C)c(Cc2c(C)nc3c(C(=O)N4CCOCC4)cnn3c2C)c1	-10%	-2%
O=C(Nc1cc(Cl)cc(Cl)c1)c1ccc2ccccc2c1	0.8%	-2%
COC(=O)c1ccccc1NC(=O)c1ccncc1	2.6%	-2%
Cc1nc2c(C)c(-c3ccccc3)[nH]n2c(=O)c1C	-0.3%	3%

Later entries.
Compound	Hsp70 inhibitors	MKP-3 inhibition
Cc1ccc(S(=O)(=O)N2CCN(C(=O)c3cc4c(C)nn(-c5ccccc5C)c4s3)CC2)cc1	-1.3%	x
CCOC(=O)C1C(=O)OC(C)(C)C1C(C)C(=O)c1ccc(C)cc1 (stereo not given)	4.0%	x
Cc1ccc(NC2=Nc3ccccc3N3C2=Nc2c(c(C)nn2-c2ccccc2)C3c2ccc(O)c(O)c2)cc1 (stereo not given)	6.0%	x
O=C(NCc1ccco1)c1nc2c(nnn2Cc2ccccc2Cl)c(=O)[nH]1	-3.2%	x
CCOC(=O)CCC(=O)N1CCOCCOCCOCC1	3.6%	x
Cc1ccccc1NC(=O)C1CC(=O)N(c2ccc(Br)cc2)C1 (stereo not given)	-0.4%	-3%
O=C(c1ccccc1)n1c(=S)nc2ccccn21	-4.8%	0%
CC(C)c1ccc(NC(=O)Nc2cccc3ccccc23)cc1	5.9%	2%

(listing goes on)
Compound	Hsp70 inhibitors	MKP-3 inhibition
CCn1c(=O)cc(SCC(=O)NCc2ccc3c(c2)OCO3)c2ccccc21	4.9%	-7%
COc1ccc(C(C)=O)cc1COC(=O)c1cnc(C)cn1	1.9%	-5%
Cc1cc(C)n(C(CC(=O)O)C(=O)O)n1 (stereo not given)	4.8%	1%
Cc1ccc(C(=O)NCCCN2CCOCC2)c2ccccc12	-2.9%	2%
CC(C)(C)c1cc(-c2ccccc2)n[nH]1	-4.7%	4%
CCOC(=O)C1=C(O)/C(=C/c2cc(C)n(-c3ccc(C)c(C)c3)c2C)N=C1C	6.0%	0%
CC(C)(C)C(=O)c1no[n+]([O-])c1C(=O)C(C)(C)C	-1.1%	3%
COC(=O)CSc1nnc2c(C)cc3cc4c(cc3n12)OCCO4	1.8%	-17%

Remaining list, next part:
Compound	Hsp70 inhibitors	MKP-3 inhibition
O=c1cc(CO)oc(C(Nc2ccccn2)c2ccccc2F)c1O (stereo not given)	6.9%	0%
Cc1cnc(NC(=O)CSc2nnc(Cc3ccccc3)o2)s1	1.3%	-13%
COC(=O)c1ccccc1NC(=O)CN(c1ccc(OC)cc1OC)S(=O)(=O)c1ccc(C)cc1	-3.6%	-3%
O=C(CSc1nnc(-c2ccc3c(c2)OCCO3)o1)N1CCCC1	7.4%	9%
CCc1ccc(NC(=O)NCCN2CCc3ccccc3C2)cc1	-1.3%	-14%
Cc1ccc[n+](/C(C(=S)NCc2ccco2)=C(/[O-])c2ccccc2Cl)c1	-3.1%	x
COc1cc(-c2cc(OC)c3c(C)oc(C)c3c(=O)c2)ccc1O	0.1%	2%
C=C(Br)Cn1c(CC)nc2ccccc21	4.6%	x

Given field by field: entries from further up.
molecule: Cc1ccc(C(=O)NCCCN2CCOCC2)c2ccccc12
  Hsp70 inhibitors: -2.9%
  MKP-3 inhibition: 2%
molecule: Cc1ccc[n+](/C(C(=S)NCc2ccco2)=C(/[O-])c2ccccc2Cl)c1
  Hsp70 inhibitors: -3.1%
  MKP-3 inhibition: x
molecule: O=c1cc(CO)oc(C(Nc2ccccn2)c2ccccc2F)c1O (stereo not given)
  Hsp70 inhibitors: 6.9%
  MKP-3 inhibition: 0%
molecule: CSc1ccc(NC(=O)NCCN2CCc3ccccc3C2)cc1
  Hsp70 inhibitors: -3.3%
  MKP-3 inhibition: x

The listing continues:
Compound	Hsp70 inhibitors	MKP-3 inhibition
O=C(NCc1ccco1)c1cc2nc(-c3ccc4c(c3)OCO4)cc(C(F)(F)F)n2n1	1.4%	-5%
COCCNC(=O)c1ccc(NS(C)(=O)=O)cc1	-2.2%	7%
CSc1nc(-c2ccc(Cl)cc2)nn1S(=O)(=O)c1ccccc1	3.2%	x
CC(C)n1c(N2CCN(CC(=O)Nc3ccc4c(c3)OCCO4)CC2)nc2ccccc21	-4.7%	1%
COc1cccc(OCCn2cc(/C=C3/SC(=S)NC3=O)c3ccccc32)c1	-89%	9%
COc1ccc(OC)c(NC(=O)C2C3CCC(C3=C(C)C)C2C(=O)O)c1 (stereo not given)	2.0%	-10%
Cc1ccc(OCC(=O)Nc2ccccc2C(N)=O)c(Br)c1	-0.6%	-1%
Cc1cc(/C=N/n2cnnc2)c(C)n1-c1ccc(OCc2ccc(Cl)cc2)cc1	-0.6%	x

Additional structures follow.
Compound	Hsp70 inhibitors	MKP-3 inhibition
[O-][N+]1=c2ccc(Nc3ccccc3)cc2=NC12CCCCC2	-1.1%	10%
COc1ccc(-c2cc(C(F)(F)F)n3nc(C(=O)N4CCCCC4)cc3n2)cc1	x	4%
O=C(NCc1cccnc1)c1ccc(CS(=O)(=O)Cc2ccc(Cl)cc2)o1	1.1%	-1%
O=C(NC1CCS(=O)(=O)C1)Oc1ccc(Cl)cc1 (stereo not given)	1.5%	x
CSc1ccc(S(=O)(=O)Nc2ccc(N3CCOCC3)c(Cl)c2)cc1	-0.5%	-7%
CCOc1ncccc1C(=O)Nc1ccc2c(C)cc(=O)oc2c1	0.1%	3%
Cc1ccc(Cn2ccc(NC(=O)c3nc4ncccn4n3)n2)cc1	2.3%	-15%
COc1cc(NC(=O)c2ccc(OC)c(OC)c2)ccc1NC(=O)c1ccco1	4.6%	3%

Next part:
Compound	Hsp70 inhibitors	MKP-3 inhibition
CCOc1ccc(N(C)S(=O)(=O)c2ccc3[nH]cc(C(=O)NCC4CCCO4)c(=O)c3c2)cc1 (stereo not given)	-0.6%	-3%
Cc1c(NC(=O)CN2CCN(C(c3ccccc3)c3ccccc3)CC2)c(=O)n(-c2ccccc2)n1C	6.2%	-9%
CCOC(=O)c1sc(NC(=O)c2ccc(Br)o2)cc1C	5.4%	-5%
COc1ccc2[nH]c(=O)c(CN(C(=O)c3ccccn3)C3CCCCC3)cc2c1	8.8%	-8%
CCN(CC)CCC(=O)c1ccc2c(c1)OCO2	-0.9%	3%
O=C(Cc1ccccc1)n1nc(-c2ccco2)nc1SCc1ccccc1	3.6%	x
O=C1C(Nc2ccc(F)cc2)=CC(c2ccc([N+](=O)[O-])cc2)N1c1ccc(F)cc1 (stereo not given)	3.0%	4%
O=C1CC(O)(c2ccccc2)C(c2ccccc2)=C1c1ccccc1 (stereo not given)	-2.1%	x

New compounds follow:
Compound	Hsp70 inhibitors	MKP-3 inhibition
COc1ccc(NS(=O)(=O)CC23CCC(CC2=O)C3(C)C)cc1 (stereo not given)	2.3%	x
CCOc1ccc(CCNC(=O)C2CCCN(c3nn4c(=O)cc(C)nc4s3)C2)cc1 (stereo not given)	3.6%	0%
CCOc1cc(C)c(C(C)C)cc1S(=O)(=O)n1ccc(C)n1	3.4%	4%
CCOC(=O)c1c(NC(=O)CCCN2CCOCC2)sc2c1CC(C)(C)OC2	3.8%	x
CC(C)C(=O)N(c1ccc(F)cc1)C1C=CS(=O)(=O)C1 (stereo not given)	-1.8%	3%
Cc1cc(C(=O)Nc2cccnc2)no1	-1.3%	-6%
CCOc1ccc2sc(NC(=O)CCCC(=O)OCC(F)(F)C(F)F)nc2c1	2.0%	0%
Cc1ccc2[nH]c(=O)c(CN(Cc3ccc4c(c3)OCO4)Cc3nnnn3C3CCCC3)cc2c1	-0.7%	5%

Other structures:
Compound	Hsp70 inhibitors	MKP-3 inhibition
Cn1c(-c2ccccc2O)cc2ccccc21	1.6%	x
CCN(CC)Cc1c(CC(C)C)oc(C)c1C(=O)O	-7.4%	x
C=CCN1C(=O)/C(=C\c2ccc(OS(=O)(=O)c3ccccc3[N+](=O)[O-])cc2)SC1=S	-0.4%	4%
CCN(CC)CCOc1c(C)cc(Cl)cc1C	0.1%	0%
CCC(=O)c1ccc(N2CCCCC2)c(F)c1	0.0%	4%
Cc1cccc(C2OC3(C(=O)c4ccccc4C3=O)C3C(=O)N(c4ccc(C)c(Cl)c4)C(=O)C23)c1 (stereo not given)	0.1%	-3%
Fc1ccc(-c2cc(-c3ccccc3)nc(-n3cccn3)n2)cc1	-1.1%	7%
CC1CCCCN1S(=O)(=O)c1ccc(F)cc1 (stereo not given)	-8.1%	3%

Carrying on.
Compound	Hsp70 inhibitors	MKP-3 inhibition
COc1ccc(CNS(=O)(=O)c2ccc([N+](=O)[O-])cc2)cc1	7.1%	-4%
COc1cc(/C=C(\C#N)C(=O)Nc2ccc(F)cc2)ccc1O	-4.8%	1%
CCN(CC(=O)NCc1ccccn1)S(=O)(=O)c1ccc(Cl)cc1	-1.4%	-14%
Cc1cc(C)cc(N2C(=O)NC(=O)/C(=C\c3cn(C)c4ccccc34)C2=O)c1	59%	8%
Cc1cc(OCC(=O)NCc2ccccn2)ccc1Br	0.3%	6%
Cc1cccc(N=C2NC(=O)/C(=C\c3ccc(Cl)cc3)S2)c1C	0.7%	-1%
O=C(CSc1ccc2nnc(-c3cccnc3)n2n1)NCC1CCCO1 (stereo not given)	-1.9%	-7%
CC1(C)CC(=O)C2=C(C1)NC(=O)CC2c1cc2c(cc1Br)OCO2 (stereo not given)	1.5%	-5%

The results go on.
Compound	Hsp70 inhibitors	MKP-3 inhibition
O=C(Nc1ccc(F)cc1)N(Cc1nnc2n1CCCCC2)c1ccccc1	2.0%	-1%
CCSc1nc2ccccc2n1Cc1ccc(OC)c([N+](=O)[O-])c1	2.0%	2%
CC1CCCC(NC(=O)CSc2nnc(N)s2)C1C (stereo not given)	2.2%	-3%
Clc1cccc(CN2CCN(Cc3ccccn3)CC2)c1	-6.1%	2%
CC1CCCCC1NC(=O)CSc1nnc(N)s1 (stereo not given)	-4.6%	-14%
O=C(CCN1C(=O)COc2ccccc21)N1CCCCC1	-2.4%	x
O=C(NNC(=O)c1ccc([N+](=O)[O-])cc1)Nc1ccccc1	-3.4%	1%
COc1cc(C=O)cc2c1OC1(C=C2)N(C)c2ccccc2C1(C)C (stereo not given)	2.6%	-4%

Arranged by count of non-hydrogen atoms (descending): some entries from above
Compound	Hsp70 inhibitors	MKP-3 inhibition
O=C(Nc1ccc(F)cc1)N(Cc1nnc2n1CCCCC2)c1ccccc1	2.0%	-1%
O=C(NNC(=O)c1ccc([N+](=O)[O-])cc1)Nc1ccccc1	-3.4%	1%
CC1CCCCC1NC(=O)CSc1nnc(N)s1 (stereo not given)	-4.6%	-14%

The listing continues.
Compound	Hsp70 inhibitors	MKP-3 inhibition
O=[N+]([O-])c1ccc(NCCNc2ccc(Cl)nn2)cc1	1.6%	x
O=C(c1ccco1)n1c(=S)nc2ccccn21	-0.5%	-9%
CC(=O)Nc1ccc(C2Nc3ccccc3C(=O)N2C2CCCCC2)cc1 (stereo not given)	-1.2%	-12%
O=C(Nc1nnc(-c2ccc3c(c2)OCO3)s1)c1sc2ccccc2c1Cl	3.8%	7%
O=C(O)c1c(Cl)c(Cl)c(Cl)c(Cl)c1C(=O)N1CCCC1	1.3%	x
CC(=O)NC12CC3CC(C1)CC(C(=O)OCC(=O)Nc1ncc(Cl)cc1Cl)(C3)C2	17%	-5%
CC(=O)Nc1ccc(C(=O)N2CCC(Cc3ccccc3)CC2)cc1	2.8%	4%
Cc1cccc(NC(=O)CN2C(=O)COc3ccc(Cl)cc32)c1	3.1%	-13%

(next part)
Compound	Hsp70 inhibitors	MKP-3 inhibition
O=C(CSc1cccc2cccnc12)N1CCCC1	7.2%	-3%
Cc1cc(C)cc(N(CC(=O)NCc2ccco2)C(=O)c2snc(C(N)=O)c2N)c1	1.2%	x
Cn1cccc1Cc1nnc(SCC(=O)NCc2ccccc2Cl)n1-c1ccc(F)cc1	2.6%	-12%
COc1ccc(NC(=O)c2ccc3snnc3c2)cc1	7.7%	x
CCOC(=O)c1c(C)[nH]c(N=Nc2cccc(OC)c2)c1C	-0.9%	0%
CCOc1ccc(N(CC(=O)Nc2cccc(C(C)=O)c2)S(=O)(=O)c2ccc(Br)cc2)cc1	0.4%	-1%
COC(=O)c1ccc(NC(=S)NC(=O)c2ccc(F)cc2)cc1	2.5%	-2%
Cc1ccc(C)c(C(=O)CSc2nnnn2-c2cccnc2)c1	2.0%	-7%

More results:
Compound	Hsp70 inhibitors	MKP-3 inhibition
COC(=O)c1ccc(C2NC(C(=O)O)CS2)cc1 (stereo not given)	-0.5%	-3%
CCOc1ccccc1NC(=O)CN(c1ccc(OC)cc1)S(=O)(=O)c1ccc(C)cc1	-3.6%	3%
Cc1ccc(S(=O)(=O)N(C)CC(=O)N2CCCC2)cc1	0.5%	x
O=C(N/N=C/c1cccs1)C(=O)NC1CCCCC1	-2.0%	0%
O=C(COC(=O)c1ccco1)c1ccc(Cl)cc1	0.6%	-1%
CCOC(=O)C1(C)C=C(Nc2ccc(O)c(C(=O)O)c2)C(=O)N1c1ccccc1 (stereo not given)	-2.9%	-2%
O=C(CSc1nnc2ccccn12)Nc1ncc(Cl)cc1Cl	-1.4%	x
CCOc1ccc(NC(=O)CC2S/C(=N\N=C(/C)c3ccco3)NC2=O)cc1 (stereo not given)	-0.8%	1%
